WRN helicase inh: qHTS for Inhibitors of WRN Helicase. WRN helicase unwinding, fluorescent forked duplex, kinetic. Potency, µM (titrated, usually from 114 µM), for the others: at the top dose activity change, negative = inhibition, actives largely listed as inhibitors. hit rate 0.46% among 360,000; further: potency means the concentration at half of the fitted maximal effect; on the % scale 0 is the no-effect control and ±100 the full control effect; nearly all actives have a fitted effect of over 55% in size
Target sequence (Q14191 whole entry, looked up): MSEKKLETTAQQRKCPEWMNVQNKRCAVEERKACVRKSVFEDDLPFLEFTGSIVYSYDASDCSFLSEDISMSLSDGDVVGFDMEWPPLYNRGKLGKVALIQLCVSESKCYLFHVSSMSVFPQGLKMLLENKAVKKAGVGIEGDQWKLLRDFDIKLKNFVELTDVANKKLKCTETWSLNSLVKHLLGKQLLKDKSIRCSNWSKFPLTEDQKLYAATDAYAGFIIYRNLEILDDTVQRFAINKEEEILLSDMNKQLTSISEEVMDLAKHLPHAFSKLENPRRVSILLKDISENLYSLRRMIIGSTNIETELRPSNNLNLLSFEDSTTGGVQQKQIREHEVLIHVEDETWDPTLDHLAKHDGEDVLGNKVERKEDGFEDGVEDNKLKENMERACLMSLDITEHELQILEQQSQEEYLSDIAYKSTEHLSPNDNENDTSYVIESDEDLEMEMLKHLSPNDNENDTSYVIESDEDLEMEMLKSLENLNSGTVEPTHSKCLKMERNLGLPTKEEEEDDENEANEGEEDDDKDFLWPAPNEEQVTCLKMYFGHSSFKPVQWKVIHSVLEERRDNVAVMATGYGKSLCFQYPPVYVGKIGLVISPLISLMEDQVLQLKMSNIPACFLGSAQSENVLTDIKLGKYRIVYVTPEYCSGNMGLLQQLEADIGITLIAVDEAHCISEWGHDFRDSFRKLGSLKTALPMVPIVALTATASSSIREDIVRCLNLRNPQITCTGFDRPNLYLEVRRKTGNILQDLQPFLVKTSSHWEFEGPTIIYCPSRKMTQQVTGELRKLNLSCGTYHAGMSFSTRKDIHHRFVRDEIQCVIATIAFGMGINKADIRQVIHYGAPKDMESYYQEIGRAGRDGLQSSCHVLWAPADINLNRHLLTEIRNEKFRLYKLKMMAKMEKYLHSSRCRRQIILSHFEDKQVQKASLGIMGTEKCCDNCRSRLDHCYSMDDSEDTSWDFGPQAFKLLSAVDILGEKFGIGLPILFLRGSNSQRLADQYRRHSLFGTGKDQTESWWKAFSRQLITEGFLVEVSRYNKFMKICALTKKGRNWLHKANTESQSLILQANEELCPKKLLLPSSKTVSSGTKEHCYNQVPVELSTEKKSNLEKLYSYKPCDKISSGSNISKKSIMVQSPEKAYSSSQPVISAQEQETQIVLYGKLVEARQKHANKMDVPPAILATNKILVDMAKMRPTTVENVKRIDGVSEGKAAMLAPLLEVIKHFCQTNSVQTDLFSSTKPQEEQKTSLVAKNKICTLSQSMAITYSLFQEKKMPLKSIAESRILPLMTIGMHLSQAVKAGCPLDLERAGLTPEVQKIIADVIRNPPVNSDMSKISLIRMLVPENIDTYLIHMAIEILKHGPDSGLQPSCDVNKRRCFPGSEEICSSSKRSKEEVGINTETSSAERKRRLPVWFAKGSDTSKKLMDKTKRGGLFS
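Kinetic fluorescence helicase assay: unwinding of a quenched forked DNA duplex (100 nM final) with 2 mM ATP final raises red fluorescence (525/598 nm). Compounds sat 15 min at room temperature with 20 nM WRN beforehand.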
PLK1 PBD inh: qHTS for Inhibitors of PLK1-PDB (polo-like kinase 1 - polo-box domain): Primary Screen | Serine/threonine-protein kinase PLK1 (Homo sapiens), P53350 | Plk1 PBD binding of FITC phosphopeptide, fluorescence polarization | Potency, µM, inactives show max response, negative = inhibition, most hits filed as inhibitors | hit rate 2.8% among 360,000 | AID 720504, 2013; further: potency means the concentration at half of the fitted maximal effect; series mostly up to about 57 µM; on the % scale 0 is the no-effect control and ±100 the full control effect; nearly all actives have a fitted effect of over 65% in size
IL-2 act: qHTS of IL-2 Activators | IL-2 activation reporter assay, cell-based qHTS; stimulated with anti-CD3/CD4/CD28 beads; in transgenic mouse T cells | activation, % (series mostly up to about 46 µM) | hit rate 0.065% among 360,000; in the data active means activation above about 50%; inconclusive means mostly about 30% to 49%; further: 0% is about no effect
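First, unstimulated transgenic mouse T cells were exposed to compound for 60 min. Next, anti-CD3/anti-CD4-coated beads with anti-CD28 were added. Finally, after 18 h at 37 degrees C, EGFP and DsRed were imaged.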
Abeta rescue: qHTS for compounds that reverse cellular toxicity of Amyloid beta (A-beta) peptide in yeast: Primary Screen; yeast expressing A-beta42, growth rescue, OD600, 48 h; response scale: 0% DMSO, 100% iron-clioquinol control; hit rate 0.063% among 410,000; AID 1347071, 2019; Potency, µM (titrated, usually from 46.1 µM), without a hit: at the top dose growth rescue, usual class: activators; further: potency means the concentration at half of the fitted maximal effect; nearly all actives have a fitted effect of over 55% in size
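Yeast A-beta toxicity model in growth medium with pinned compounds, 48 h at 30 C; growth read as absorbance at 600 nm. Normalized to FeCl3/clioquinol equimolar mix (positive) and DMSO (negative).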
EPAC1 antag: qHTS for Antagonist of cAMP-regulated guanine nucleotide exchange factor 3 (EPAC1): primary screen; Rap guanine nucleotide exchange factor 3 (Homo sapiens), O95398; EPAC1 GEF assay, Rap1b-BODIPY-GDP exchange fluorescence; Potency, µM (titrated, usually from 115 µM), for the others: at the top dose activity change, negative = inhibition, usual class: inhibitors; hit rate 0.14% among 360,000;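 further: potency means the concentration at half of the fitted maximal effect; plate controls were vehicle for no effect and positive control for full effect; nearly all actives have a fitted effect of over 50% in size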
FUS yeast rescue: qHTS for Suppressors of FUS Proteinopathy: Primary screen using FUS-linked yeast assay; S. cerevisiae FUS-expressing, growth rescue, OD600, 24 h; Potency, µM (titrated, usually from 76.6 µM), inactives show at the highest dose growth rescue (activation), usual class: activators; hit rate 0.24% among 390,000; AID 1347120, 2019;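 further: potency means the concentration at half of the fitted maximal effect; plate controls were DMSO vehicle for no effect and reference control for full effect; nearly all actives have a fitted effect of over 55% in size; some results filed as inactive show a strong effect at the top dose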
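Galactose (2%) drives FUS expression in yeast precultured in raffinose; seeding density OD 0.005. Test compounds incubated 24hr at 30C and 99% humidity before absorbance at 600 nm was measured.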
EPAC1 agonist: qHTS for Agonist of cAMP-regulated guanine nucleotide exchange factor 3 (EPAC1): primary screen | Rap guanine nucleotide exchange factor 3 (Homo sapiens), O95398 | EPAC1 agonist qHTS, biochemical assay; response scale: 100% = response to 6.5 mM cAMP | Potency, µM (highest dose often 154 µM), without a hit: at the highest dose activation, actives largely listed as activators | hit rate 0.073% among 360,000 | AID 720707, 2013; further: potency means the concentration at half of the fitted maximal effect; nearly all actives have a fitted effect of over 60% in size
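Read-out is the fluorescence drop as BODIPY-GDP leaves Rap1B (480 nm excitation, 540 nm emission), recorded every 5 minutes over 30 minutes. Reactions held 100 nM EPAC1, 250 nM Rap1B–BODIPY-GDP and 50 uM GDP, with 6.5 mM cAMP setting full activation.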
PI5P4K alpha inh: qHTS for Inhibitors of phosphatidylinositol 5-phosphate 4-kinase (PI5P4K). PI5P4Kalpha enzyme, ADP-Glo luminescence, 60 min; active compounds read low. max response, %. hit rate 1.2% among 330,000; active means max response of -50% or lower; inconclusive means between -30% and -50%; inactive means -30% or higher; further: value at the top dose of about 77 µM; on the % scale 0 is the no-effect control and ±100 the full control effect
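qHTS, 1536-well: enzyme/substrate mix, compound by pin tool, 5 microM ATP final; RT 60 min; ADP-Glo reagents 1 (45 min) then 2 (30 min); luminescence.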
Active calls of the source: *; ? = inconclusive; . = no result given; [ ] = remark or other dose. Unless noted, the call rests on the fitted dose curve; in most records, active means well fitted curve in the direction sought with a large enough effect; inconclusive means small, poorly fitted or top-dose-only effect, or another doubt; inactive means no such curve, though single readings can be large; an effect the other way counts as inactive or inconclusive.

SMILES	WRN helicase inh	PLK1 PBD inh	IL-2 act	Abeta rescue	EPAC1 antag	FUS yeast rescue	EPAC1 agonist	PI5P4K alpha inh
Cc1noc(C)c1C(=O)N(C)C[C@@H]1OCc2ccccc2-c2c(n(C)c3ccccc23)C(=O)N([C@H](C)CO)C[C@H]1C	0%	-3%	-3.5	-9%	-16%	20%	-5%	3
CN(Cc1ccccc1)C(=O)c1nc2ccccn2c1CN1CCc2sccc2C1	-3%	-16%	1.8	-4%	-19%	4%	-3%	-2
COc1cccc(N2CCN(C(=O)c3ccc(-c4ccccc4)cc3)CC2)c1	-12%	-7%	-2.0	-4%	6%	?	11%	6
C=C1c2cc(CC)ccc2NC(=O)N1c1ccc(C)cc1	1%	-26%	1.6	-18%	-21%	-8%	-8%	-11
CCOC(=O)c1ccc(-n2cccc2/C=C2\NC(=O)NC2=O)cc1	.	.	-0.6	-14%	-15%	7%	-6%	.
COc1ccccc1-c1cc2nc(-c3ccccc3)cc(N3CCN(C(=O)c4ccoc4)CC3)n2n1	-7%	-12%	-0.5	-5%	-1%	44%	-4%	1
CN(C)S(=O)(=O)n1cc(/C=C(\NC(=O)c2ccccc2)C(=O)N2CCCC2)c2ccccc21	3%	-4%	-0.6	-9%	-18%	44%	8%	-1
COc1ccc(-n2c(C)nc3c(cnn3-c3ccc(C)c(C)c3)c2=O)cc1	-10%	-11%	-3.7	-3%	-11%	-11%	-6%	4
O=C(O)c1[nH]c2ccccc2c1C(c1cc(Br)ccc1O)c1c(C(=O)O)[nH]c2ccccc12	3%[11.6 µM]	17µM*	-0.7	-3%	45µM*	22%	-2%	1
CCN(CC)S(=O)(=O)c1ccc(/C=C/C(=O)Nc2c(C)n(C)n(-c3ccccc3)c2=O)cc1	8%	-19%	-0.3	-15%	-28%	16%	-1%	9
COc1ccccc1N1CCN(CC(=O)c2c[nH]c3ccccc23)CC1	3%	4%	0.0	13%	-2%	-9%	9%	8
COc1ccc(NC(=O)CN(C)C(=O)c2ccc3ccccc3n2)cc1	-28%	-3%	1.0	-1%	-3%	21%	3%	-1
CC(C(=O)NC1CCCC1)N(Cc1ccc2c(c1)OCO2)C(=O)c1snc(C(N)=O)c1N (stereo not drawn)	0%	-4%	1.2	7%	6%	13%	8%	0
O=C(COc1ccccc1)NCC(=O)Nc1ccncc1	-19%	0%	3.9	18%	0%	-10%	-50%[inhibitor]	-4
CC1(N2CCCCC2)CC2(O)C(=[N+]1[O-])CCC/C2=N\O (stereo not drawn)	-4%	-22%	-1.8	-7%	-18%	12%	9%	-3
COc1ccc(OC/C(O)=C(\C#N)c2nc3ccccc3[nH]2)cc1	7%	-16%	-0.1	0%	-2%	46%	5%	2
COc1ccc(C(CC(=O)NCc2ccccc2)Sc2n[nH]c(-c3ccc(Cl)cc3)n2)cc1 (stereo not drawn)	4%	-8%	-2.1	-5%	-13%	-42%	12%	2
COc1ccc(Cl)cc1NC(=O)CN(C)C(=O)Cc1ccc2c(c1)CCC2	1%	-12%	-1.8	27%	-26%	29%	5%	2
Cc1cc(=O)oc2cc(OCC(=O)N3CCOCC3)c(Cl)cc12	-3%	1%	1.3	6%	6%	.	6%	2
CCCc1nc2cc(C)c(Br)c(C)n2c1Cc1ccccc1OC	1%	-14%	0.0	?	-6%	20%	3%	23
COCOCCn1cc(CN2CCS(=O)(=O)N(Cc3ccc(-c4ccc(OC)c(OC)c4)cc3)C(CC(C)C)C2=O)nn1 (stereo not drawn)	-8%	-3%	-3.8	-3%	-7%	?	-4%	-14
Cc1ccc(S(=O)(=O)N2CCN3CCCC3C2)cc1 (stereo not drawn)	-3%	-3%	0.4	-9%	-2%	-17%	-16%	0
O=C(c1cc2c(s1)-c1ccccc1S(=O)(=O)C2)N1CCN(Cc2ccccc2)CC1	1%	1%	-5.1	4%	-8%	-5%	-4%	-5
O=C(O)c1cc(NN=Nc2ccc(Br)cc2)cc([N+](=O)[O-])c1	-1%	?	-0.2	-9%	-20%	-3%	-2%	-12
O=C(C[C@@H]1C/C=C\CCC(=O)O[C@H](c2ccccc2)CNC1=O)N[C@H](CO)Cc1ccccc1	-2%	0%	-2.1	-3%	7%	1%	-15%	-5

Single entries from above:
Entry of Cc1cc(=O)oc2cc(OCC(=O)N3CCOCC3)c(Cl)cc12 under Abeta rescue: 6%
Entry of COc1cccc(N2CCN(C(=O)c3ccc(-c4ccccc4)cc3)CC2)c1 under WRN helicase inh: -12%

(further entries)
SMILES	WRN helicase inh	PLK1 PBD inh	IL-2 act	Abeta rescue	EPAC1 antag	FUS yeast rescue	EPAC1 agonist	PI5P4K alpha inh
CC(C)OC(=O)CNc1n[nH]c(=S)[nH]c1=O	-3%	-17%	1.2	-10%	1%	-8%	1%	-6
O=C1NC(Cc2ccc(O)cc2)c2nc3cc(F)ccc3c(=O)n2-c2ncccc21 (stereo not drawn)	2%	3%	-3.6	3%	-9%	6%	-2%	8
Cc1cc2ccccc2c(=O)n1CC(=O)NCC(=O)N(C)C1CCCCC1	2%	1%	-1.9	18%	12%	-8%	-5%	0
COc1cc(C(=O)NCC(C)(C)CNC(=O)c2cc(OC)c(OC)c(OC)c2)cc(OC)c1OC	-5%	6%	-0.4	11%	-5%	-4%	5%	2
CCCn1c(=O)c2ccccc2n2c(SCC(=O)NCc3cccs3)nnc12	-6%	27µM*	0.0	21%	-11%	3%	2%	-8
COc1ccc(N(CC(=O)N2CCCC(C)C2)S(=O)(=O)c2c(C)nn(C)c2C)cc1 (stereo not drawn)	-13%	-5%	1.0	11%	3%	3%	-1%	0
COc1ccc(N2C(=O)CCC(C(=O)N3CCCCC3)C2c2ccc(F)cc2)cc1 (stereo not drawn)	5%	-5%	-0.2	-3%	-5%	-2%	-2%	-2
CCCn1cc(S(=O)(=O)CC(=O)NC2CCCCC2)c2ccccc21	-4%	-4%	1.4	8%	2%	-6%	8%	.
COc1ccc(C2C(C(=O)N3CCC(C)CC3)c3ccccc3C(=O)N2C)cc1 (stereo not drawn)	8%	-1%	-1.1	4%	-11%	-1%	-2%	-4
CCOC(=O)[C@H]1[C@H]2COc3ccc(OC)cc3[C@@H]2N2C(=O)CN(Cc3ccc(C)cc3)C(=O)[C@@]12C	0%	2%	1.3	6%	-8%	33%	2%	1
CCOC(=O)CSc1nc(Nc2ccc3c(c2)OCO3)c2ccccc2n1	-15%	-1%	0.0	-1%	0%	5%	13%	.
C=CCC1(CC=C)CCCN1C(=O)c1cc(COc2ccc(-n3cncn3)cc2)on1	-7%	-8%	-2.9	17%	-20%	29%	-1%	8
CCOC(=O)N1CCN(C(=O)C(CC)n2nc(C)c3sc4ccccc4c3c2=O)CC1 (stereo not drawn)	6%	-8%	0.3	5%	12%	-3%	4%	4
CCCC1CC(C#N)N(N(C)C)C1=C(C#N)C#N (stereo not drawn)	3%	-8%	0.5	-17%	-18%	20%	2%	0
CCOC(=O)CN1C(=O)N[C@@H](c2cccc(C(F)(F)F)c2)C(C(C)=O)=C1C	3%	4%	0.6	7%	-1%	-3%	7%	-8
Nc1ncnc2c1ncn2[C@@H]1O[C@H](CNCc2ccc(OCC(=O)Nc3ccccn3)cc2)[C@@H](O)[C@H]1O	15%	-2%	0.2	5%	-3%	-25%	-11%	1
Cc1cc(SCC(=O)N/N=C/c2ccc(O)c(O)c2)nc2ccccc12	79µM*	-11%	-2.0	5%	?	43%	3%	?
CCn1cnc2cc(NCc3ccc(Cl)cc3)ccc21	-6%	7%	-0.4	-3%	-18%	-14%	5%	4
COc1ccc(-n2c(Cc3cccn3C)nnc2SCC(=O)Nc2ccc(C)cc2C)cc1	-4%	27µM*	4.8	0%	-4%	?	2%	-4
CC(C)CC(=O)N1CCN(C(=O)c2ccco2)CC1	7%	-5%	5.3	-10%	20%	-6%	-4%	-5
N#CCCN1CCN(C(=S)c2ccc(-c3cc(Cl)ccc3Cl)o2)CC1	-6%	-17%	0.7	?	-14%	.	9%	4
CC(=O)OCCCCCCCCCCC[N+]1(C)CCCCC1	-1%	1%	0.3	-2%	21%	-4%	10%	-1
Cc1cccc(NC(=O)CSc2nc3ccccc3c(=O)n2C)c1C	0%	4%	-5.1	6%	6%	-18%	10%	0

10 entries from above, as comma-separated lines.
SMILES,WRN helicase inh,PLK1 PBD inh,IL-2 act,Abeta rescue,EPAC1 antag,FUS yeast rescue,EPAC1 agonist,PI5P4K alpha inh
CCCC1CC(C#N)N(N(C)C)C1=C(C#N)C#N (stereo not drawn),3%,-8%,0.5,-17%,-18%,20%,2%,0
CCOC(=O)CN1C(=O)N[C@@H](c2cccc(C(F)(F)F)c2)C(C(C)=O)=C1C,3%,4%,0.6,7%,-1%,-3%,7%,-8
Nc1ncnc2c1ncn2[C@@H]1O[C@H](CNCc2ccc(OCC(=O)Nc3ccccn3)cc2)[C@@H](O)[C@H]1O,15%,-2%,0.2,5%,-3%,-25%,-11%,1
Cc1cc(SCC(=O)N/N=C/c2ccc(O)c(O)c2)nc2ccccc12,79µM*,-11%,-2.0,5%,?,43%,3%,?
CCn1cnc2cc(NCc3ccc(Cl)cc3)ccc21,-6%,7%,-0.4,-3%,-18%,-14%,5%,4
COc1ccc(-n2c(Cc3cccn3C)nnc2SCC(=O)Nc2ccc(C)cc2C)cc1,-4%,27µM*,4.8,0%,-4%,?,2%,-4
CC(C)CC(=O)N1CCN(C(=O)c2ccco2)CC1,7%,-5%,5.3,-10%,20%,-6%,-4%,-5
N#CCCN1CCN(C(=S)c2ccc(-c3cc(Cl)ccc3Cl)o2)CC1,-6%,-17%,0.7,?,-14%,.,9%,4
CC(=O)OCCCCCCCCCCC[N+]1(C)CCCCC1,-1%,1%,0.3,-2%,21%,-4%,10%,-1
Cc1cccc(NC(=O)CSc2nc3ccccc3c(=O)n2C)c1C,0%,4%,-5.1,6%,6%,-18%,10%,0

High-throughput results: PubChem, National Center for Advancing Translational Sciences (NCATS)

Rows were taken by chance. Share with any hit: about 4.1%.
